Compound activity: PubChem BioAssay, several laboratories
NPY1 pot ag – potentiates or activates human NPY-Y1 receptor | P25929 | NPY-Y1 expressing cells, potentiator/agonist activation | 220,000 compounds, 0.37% hits | activation, % at 3.6 µM; in the data active = activation above about 33%, passing the limit was not always enough;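 note: cells stimulated with NPY at EC10 then isoproterenol at EC100; 0% = low agonist plus stimulus and 100% = saturating agonist plus stimulus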
Target sequence (P25929 whole entry, looked up): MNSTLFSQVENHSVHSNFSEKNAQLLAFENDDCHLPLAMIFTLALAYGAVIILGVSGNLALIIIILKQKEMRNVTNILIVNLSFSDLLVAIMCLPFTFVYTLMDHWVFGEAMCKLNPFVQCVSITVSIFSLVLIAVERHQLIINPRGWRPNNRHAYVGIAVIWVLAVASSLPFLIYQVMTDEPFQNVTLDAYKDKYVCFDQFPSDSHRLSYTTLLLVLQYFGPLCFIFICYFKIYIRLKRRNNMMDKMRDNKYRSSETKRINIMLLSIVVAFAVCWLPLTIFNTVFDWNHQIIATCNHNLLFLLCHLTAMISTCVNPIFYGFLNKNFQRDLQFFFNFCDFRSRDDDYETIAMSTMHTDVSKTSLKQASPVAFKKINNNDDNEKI
NPY2 pot ag – potentiates or activates human NPY-Y2 receptor; P49146; cells expressing NPY-Y2, potentiator/agonist read-out; activation, % at 3.6 µM; 220,000 compounds, 0.45% hits; AID 1359; in the data active = activation above about 27%;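 note: cells stimulated with NPY near EC25 plus isoproterenol at EC100; 0% = vehicle plus submaximal agonist and 100% = vehicle plus saturating agonist; some results beyond the cut were filed as inactive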
Target sequence (P49146 whole entry, looked up): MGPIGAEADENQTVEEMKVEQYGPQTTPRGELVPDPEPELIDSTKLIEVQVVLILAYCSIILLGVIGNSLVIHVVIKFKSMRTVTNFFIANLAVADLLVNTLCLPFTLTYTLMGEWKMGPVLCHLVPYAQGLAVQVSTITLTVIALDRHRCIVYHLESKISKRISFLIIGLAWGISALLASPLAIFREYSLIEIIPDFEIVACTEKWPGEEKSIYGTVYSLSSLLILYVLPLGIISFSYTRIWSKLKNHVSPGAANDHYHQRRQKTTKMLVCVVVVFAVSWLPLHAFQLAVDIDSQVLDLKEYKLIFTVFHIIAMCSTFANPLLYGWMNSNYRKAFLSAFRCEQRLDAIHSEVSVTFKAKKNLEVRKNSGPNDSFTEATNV
Hck-Nef inh – blocks Nef-activated human Hck kinase; P08631; Recombinant Hck-YEEI plus Nef, Z-Lyte FRET kinase assay; inhibition, % at 20 µM; 220,000 compounds, 0.68% hits; AID 463187;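 active = Hck-Nef kinase inhibition above about 50%, limit read from the data; inactive = inhibition below that limit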;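 note: 0% = DMSO with Hck plus Nef and 100% = Hck alone without Nef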
RBBP9 inh – blocks human serine hydrolase RBBP9; O75884; recombinant RBBP9, FP-Rh probe fluorescence polarization; inhibition, % at 7.94 µM; 220,000 compounds, 0.2% hits; AID 1515;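 active = inhibition above the campaign mean of all tested compounds plus 3 SD, cut at about 14% in these data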;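 note: plate controls were DMSO wells with RBBP9 for no effect and wells lacking RBBP9 protein for full effect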
Target sequence (O75884 whole entry, looked up): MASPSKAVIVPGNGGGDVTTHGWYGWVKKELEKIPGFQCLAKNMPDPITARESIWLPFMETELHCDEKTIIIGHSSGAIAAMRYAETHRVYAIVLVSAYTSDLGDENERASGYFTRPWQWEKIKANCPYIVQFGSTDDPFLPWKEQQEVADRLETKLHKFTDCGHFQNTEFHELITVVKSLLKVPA
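Test system: recombinant human RBBP9; Timing: 30 min then 45 min, 25 °C; Detection: fluorescence polarization; Control set: RBBP9 with DMSO as uninhibited control, no-protein wells as full inhibition; Compound dosing: one concentration, 7.94 µM nominal, 0.794% DMSO; Probe or stimulus: FP-Rh activity-based probe, 375 nM before mixing.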
Runt-SMMHC FRET – inhibitors of human RUNX1 Runt domain binding to CBFb-SMMHC; inhibition, % at 20 µM; 220,000 compounds, 0.74% hits; Cerulean-Runt/Venus-CBFb-SMMHC FRET ratio 530/480, 1 h; Q01196+Q13951;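 active = mean inhibition across duplicate retests at 20 µM reaching about 50%, limit read from the data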;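 note: 0% = DMSO wells and 100% = wells with excess untagged CBFb-SMMHC; inhibitors lower the FRET ratio by blocking Runt binding to CBFb-SMMHC; some results filed as inactive read as strong as hits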
p97 ATPase inh – human p97 ATPase inhibition | recombinant p97 ATPase, Kinase-Glo ATP luminescence, 3 h | 220,000 compounds, 0.42% hits | P55072 | inhibition, % at 8 µM; in the data active = inhibition above about 15%;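 note: 0% = DMSO vehicle and 100% = wells lacking enzyme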
Runt-CBFb FRET – Runt domain-CBFb interaction inhibition; Cerulean-Runt/Venus-CBFb FRET ratio 530/480, 1 h; inhibition, % at 20 µM; Q01196+Q13951; 220,000 compounds, 0.46% hits; AID 1496;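 active = inhibition over about 50% at 20 µM in the single-dose screen, limit read from the data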;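 note: 0% = DMSO wells and 100% = excess unlabeled CBFb competitor control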
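Assay system: Cerulean-Runt domain / Medium: Tris 50 mM pH 7.5, KCl, K2SO4, 0.01% BSA / Timing: protein complex preformed 1 h, compound exposure 1 h, room temperature, dark / Measured by: FRET, excitation 422 nm, emission at 530 and 480 nm / Evaluation: loss of energy transfer signal / Control set: 5 µM unlabeled CBFb as full-inhibition high control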
NPY Y1 blocker – antagonists of human neuropeptide Y receptor Y1; HEK293-CNG Y1 cells, membrane potential fluorescence; NPY at EC95, then isoproterenol; P25929; inhibition, % at 3.6 µM; AID 1040; 200,000 compounds, 1% hits;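 active = inhibition above the campaign mean inhibition of all tested compounds plus 3 SD, cut at about 20% in these data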;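 note: 0% = DMSO wells given NPY plus isoproterenol and 100% = isoproterenol alone without NPY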
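Material: HEK293 Y1/CNG channel cell line | Also added: NPY (25 nM), isoproterenol (1 µM), Ro 20-1724 (25 µM) | Compound: One concentration, 3.6 µM, in 0.4% DMSO | Schedule: 3 h dye uptake, 1 h room-temperature compound, 45 min post-isoproterenol | Signal: Membrane-potential fluorescent dye readout | Read-out: % inhibition of NPY effect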
Mdm2 ligase inh – Mdm2 E3 ligase (human) inhibition | Q00987 | 210,000 compounds, 0.11% hits | cell-based MDM2 ubiquitination luciferase reporter, 2 h; 0 = plate control, 100 = twice control, blank-subtracted | signal enhancement, % at 5 µM | AID 1230;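 active = signal enhancement of 30% or more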;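 note: luminescence tracks abundance of the self-degrading MDM2-luciferase fusion protein; higher signal means inhibition of MDM2 E3 ligase activity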
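Test system: stable mammalian line carrying autodegrading MDM2–luciferase fusion reporter; quantity: 2000 cells in each well; times: 4 h cell settling then 2 h compound exposure, 37 °C; detection: luminescence with SteadyLite reagent, 15 min at room temperature; evaluation: percent signal gain over controls, blank-subtracted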
* marks the source's active call; other numbers are inactive results; . = not tested or not shown.

SMILES	NPY1 pot ag	NPY2 pot ag	Hck-Nef inh	RBBP9 inh	Runt-SMMHC FRET	p97 ATPase inh	Runt-CBFb FRET	NPY Y1 blocker	Mdm2 ligase inh
O=C(Cc1ccc(F)cc1)Nc1c2c(nn1-c1cccc(Cl)c1)CS(=O)C2 (configuration not stated)	-8	2	-1	0	-1	3	0	2	-4
CC(C)n1cnnc1SCC(=O)Nc1cccc(S(=O)(=O)N(C)c2ccccc2)c1	-4	-13	34	-8	3	4	0	.	.
Fc1ccccc1N1CCN(Cc2nc(-c3ccc(Cl)cc3Cl)no2)CC1	-45	-13	7	3	-1	-5	-3	2	-11
Cc1nnc2n(-c3ccccc3)c(=O)c3c4c(sc3n12)CC(C)CC4 (configuration not stated)	-24	2	1	-6	-2	0	-1	2	-6
O=C(c1cc2cccc([N+](=O)[O-])c2oc1=O)N1CCOCC1	0	3	18	-7	3	6	1	.	-4
COc1ccc(CN2C(=O)CN=C2Nc2cc(C)ccc2C)cc1	1	-15	0	1	2	-5	-1	6	19
CCOC(=O)N1CCN(c2ncnc3c2cnn3-c2ccc(OC)cc2)CC1	13	-10	0	6	1	3	.	5	.
O=C(COc1ccc(Cl)cc1Br)NC(=O)NCc1ccccc1	-11	-1	1	-10	-2	-6	-1	9	-13
Cc1c(C(=O)NCc2ccccc2)c(-c2ccccc2)nn1-c1ccccc1	0	-2	-14	-14	2	-6	2	-4	-18
CC(=O)c1c(C)nn(CC(O)COc2ccc3c(c2)CCC3)c1C (configuration not stated)	3	11	-1	-9	1	-3	2	6	-23
C=CCn1c(-c2c[nH]c3ccccc23)n[nH]c1=S	-27	-4	0	3	2	2	5	-2	-17
CCNc1nc(NCC)n2c(SCC(=O)NC34CC5CC(CC(C5)C3)C4)nnc2n1	9	-1	1	-1	3	-1	0	-2	-8
COc1ccc(/C(O)=C2/C(=O)C(=O)N(CCCN(C)C)C2c2ccccc2)cc1OC (configuration not stated)	17	1	-2	-4	6	4	0	0	-8
CCCS(=O)(=O)N1CCC(C(=O)N2CCOCC2)CC1	-3	9	0	1	1	5	0	-9	-21
CCC(=O)Nc1ccc(NC(=O)CSc2nnc(C(C)C)n2C)cc1	-25	-19	1	-3	-2	-2	-1	4	-8
COc1cccc(CN2CCCC(C(=O)c3ccc4c(c3)OCO4)C2)c1OC (configuration not stated)	0	-9	18	-3	2	2	-2	13	-6
Cn1cnnc1SCc1ccc(-c2ccc(Br)cc2)o1	-1	2	0	-3	3	0	16	-5	-6
C[C@H](NC(=O)c1nc[nH]c1C(=O)NCC(=O)OC(C)(C)C)C(=O)OC(C)(C)C	.	.	30	.	0	.	-1	.	15
COC(=O)c1ccc(NC(=O)CSCc2ccccc2C)cc1	-3	-10	2	-15	1	-2	1	10	21
CS(=O)(=O)N1CCN(C(=O)c2ccc(F)cc2)CC1	-29	-16	2	-8	1	8	2	0	-12
Cc1ccc(/C=C/C(=O)O)cc1S(=O)(=O)Nc1ccc2c(c1)OCO2	-7	-8	17	-5	6	7	29	2	4
CN(C)S(=O)(=O)c1ccc(N2CCOCC2)c(C(=O)O)c1	12	-16	4	2	-2	2	1	-1	-19
FC(F)(F)c1ccncc1-c1nnc(C2CCCCC2)o1	7	6	0	-7	1	4	-3	.	-15
CC1Cc2ccccc2N1C(=O)CSc1nc2cc3c(cc2cc1C#N)OCO3 (configuration not stated)	17	15	-1	-14	-4	2	-1	-4	-6
O=C(CCCO)NNc1c2ccccc2nc2ccccc12	-5	13	23	3	17	3	14	.	-3
COc1ccccc1-n1nc(C)cc1N	17	12	14	-8	-13	4	0	-2	11
O=C(NCc1cccnc1)c1cc2nc(-c3ccc4c(c3)OCO4)cc(C(F)(F)F)n2n1	-9	-11	19	-3	-148	1	-18	2	-7
COc1ccccc1NC(=O)N1CCN(C(=O)Nc2ccccc2OC)CC1	10	-5	11	-2	-5	2	3	.	.
Cc1sc2ncnc(OCC(=O)NCc3cccs3)c2c1C	-4	2	9	4	-2	3	-1	2	-1
CCOC(=O)c1cc(-c2ccc(F)cc2)n(CC(=O)N2CCCC2)c1C	8	0	3	0	2	2	-2	1	2
Cc1c(C(=O)O)sc(S(=O)(=O)N2CCNCC2)c1C(=O)O	13	-3	-1	19*	-4	6	1	.	-7
O=C(CN1CCOCC1)N1N=C(c2cccs2)CC1c1cccs1 (configuration not stated)	6	-6	11	2	2	6	1	-1	4
O=C(C1CCCN(S(=O)(=O)c2cnc[nH]2)C1)N1CCN(Cc2ccccc2)CC1 (configuration not stated)	11	-1	1	-4	-1	3	3	-1	-1
O=S1(=O)NC(=NC2CCCCCC2)c2ccccc21	-17	11	9	-5	-7	5	0	8	-28
Cc1ccn(CC(=O)N2CCCC(C(=O)c3cccc4ccccc34)C2)n1 (configuration not stated)	-2	-6	10	1	0	0	0	4	-16
COc1ccc(NC(=O)C(C)NS(=O)(=O)c2ccccc2)cc1Cl (configuration not stated)	15	1	2	-1	-4	1	-1	-1	-9
O=C(CN1C2=NCCN2c2ccccc21)c1ccc(Br)cc1	-36	-1	2	7	0	10	-4	1	-6
CON(C)c1nc(OCC#N)nc(N(C)C)n1	9	3	4	-9	2	3	1	0	.
COc1ccc(NC(C)=O)cc1NC(C)C(=O)Nc1ccc(F)c(F)c1F (configuration not stated)	2	9	4	1	1	2	4	-4	-7
CC(C)CC(=O)N1CCN(C(=O)c2ccco2)CC1	6	11	5	-1	4	3	3	0	2
O=C(Nc1cccc(S(=O)(=O)NC2=NCCC2)c1)c1cc(-c2ccccn2)nc2ccccc12	0	-2	8	-11	0	6	3	.	-17
CC(=O)c1cccc(NC(=O)Cc2cccs2)c1	13	10	-10	-8	2	0	0	1	-12
COc1ccc(Nc2nc(-c3cc4cccc(OC)c4oc3=O)cs2)cc1	-8	9	0	-5	-20	-5	4	-1	-1
CCCN1C(=O)C(O)(CC(=O)c2cccc(OC)c2)c2ccccc21 (configuration not stated)	-2	1	7	-8	-2	-4	-3	2	-19
CNC(=O)COC(=O)c1ccccc1Nc1ccccc1	0	-6	-9	0	-3	0	0	-3	-4
Cc1ccsc1C(=O)OCC(=O)Nc1ccc(Cl)cc1C(F)(F)F	-34	0	-3	-4	-1	0	0	4	-6
COc1ccccc1-c1ccc(=O)n(CC(=O)NCc2ccc3c(c2)OCO3)n1	-29	-3	3	0	3	4	-1	2	-11
Cc1ccc(OCCCn2c(CO)nc3ccccc32)cc1	-24	-19	1	-6	-2	-6	-2	1	-16
Cc1cc(NC(=O)CSc2nnc(-c3ccoc3C)n2N)no1	37	-3	3	-2	-84	-3	1	14	-7
COC(=O)CN1C(=O)N/C(=C/c2ccc(OC)cc2)C1=O	4	-8	-4	2	-2	9	0	-1	-18
O=c1c2cc(-c3ccccc3)sc2nc2n1N=C(c1cccs1)CS2	-29	-10	3	-9	-13	-8	-2	.	-24
O=C(c1ccc2ccccc2c1)N1CCN(c2ccc(C(F)(F)F)cn2)CC1	-5	4	0	-1	-1	6	-3	11	0
COc1ccc2oc(C(=O)c3ccccc3)c(NC(=O)CN3CCN(C)CC3)c2c1	20	18	0	-7	6	-4	-3	8	-19
O=C(CSc1nnc(-c2ccccc2)c(-c2ccccc2)n1)NC1CCS(=O)(=O)C1 (configuration not stated)	14	13	19	-3	5	4	-1	-2	-9
Cc1c(C(=O)NCCSCc2ccco2)cccc1[N+](=O)[O-]	-6	11	1	-12	3	5	-1	8	-12
C/C(=N\OCC(=O)Nc1c(C)cc(C)cc1C)c1ccc2c(c1)OCCO2	-5	-3	4	-4	1	0	-2	1	0
COc1ccc(C(C)=O)cc1CSc1nc2ccccc2c(=O)n1-c1ccccc1	2	9	18	-8	-3	-7	-2	0	-17

Gathered by group: the compounds so far containing a halogen.
SMILES	NPY1 pot ag	NPY2 pot ag	Hck-Nef inh	RBBP9 inh	Runt-SMMHC FRET	p97 ATPase inh	Runt-CBFb FRET	NPY Y1 blocker	Mdm2 ligase inh
O=C(Cc1ccc(F)cc1)Nc1c2c(nn1-c1cccc(Cl)c1)CS(=O)C2 (configuration not stated)	-8	2	-1	0	-1	3	0	2	-4
Fc1ccccc1N1CCN(Cc2nc(-c3ccc(Cl)cc3Cl)no2)CC1	-45	-13	7	3	-1	-5	-3	2	-11
O=C(COc1ccc(Cl)cc1Br)NC(=O)NCc1ccccc1	-11	-1	1	-10	-2	-6	-1	9	-13
Cn1cnnc1SCc1ccc(-c2ccc(Br)cc2)o1	-1	2	0	-3	3	0	16	-5	-6
CS(=O)(=O)N1CCN(C(=O)c2ccc(F)cc2)CC1	-29	-16	2	-8	1	8	2	0	-12
FC(F)(F)c1ccncc1-c1nnc(C2CCCCC2)o1	7	6	0	-7	1	4	-3	.	-15
O=C(NCc1cccnc1)c1cc2nc(-c3ccc4c(c3)OCO4)cc(C(F)(F)F)n2n1	-9	-11	19	-3	-148	1	-18	2	-7
CCOC(=O)c1cc(-c2ccc(F)cc2)n(CC(=O)N2CCCC2)c1C	8	0	3	0	2	2	-2	1	2
COc1ccc(NC(=O)C(C)NS(=O)(=O)c2ccccc2)cc1Cl (configuration not stated)	15	1	2	-1	-4	1	-1	-1	-9
O=C(CN1C2=NCCN2c2ccccc21)c1ccc(Br)cc1	-36	-1	2	7	0	10	-4	1	-6
COc1ccc(NC(C)=O)cc1NC(C)C(=O)Nc1ccc(F)c(F)c1F (configuration not stated)	2	9	4	1	1	2	4	-4	-7
Cc1ccsc1C(=O)OCC(=O)Nc1ccc(Cl)cc1C(F)(F)F	-34	0	-3	-4	-1	0	0	4	-6
O=C(c1ccc2ccccc2c1)N1CCN(c2ccc(C(F)(F)F)cn2)CC1	-5	4	0	-1	-1	6	-3	11	0
